VIM-2 inh: inhibitors of Pseudomonas aeruginosa VIM-2 metallo-beta-lactamase. purified VIM-2, nitrocefin hydrolysis, epi-absorbance fluorescence. inhibition, % at 5.6 µM. 290,000 compounds, 0.89% hits;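 active = inhibition above the mean of all tested compounds plus 3 SD, cutoff set per screening run, cut at about 7.5% in these data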;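 also: red hydrolysis product quenches plate fluorescence so inhibitors raise well fluorescence; 0% = enzyme with DMSO and 100% = DMSO without enzyme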
FID counter: displaces DNA intercalator in HCV helicase counter-screen. DNA fluorescent intercalator displacement, fluorescence. inhibition, % at 7.9 µM. 290,000 compounds, 0.17% hits. AID 1845; in the data active = inhibition above about 37%;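 also: 0% = vehicle and 100% = reference compound; higher means more ethidium bromide displaced from hairpin DNA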
PHOSPHO1 inh: inhibitors of human PHOSPHO1 phosphatase; recombinant PHOSPHO1, absorbance phosphatase assay; 290,000 compounds, 1.1% hits; inhibition, % at 13.3 µM; Q8TCT1; in the data active = inhibition above about 60%
pCIP destab: lowers stability of the mouse p/CIP coactivator protein; decrease of EGFP signal, % at 10 µM; 290,000 compounds, 0.01% hits; Q05BA5; F442A p/CIP-EGFP cells, EGFP fluorescence, 16 h;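 active = EGFP signal decrease of at least 30% at 10 µM or well 3 SD below plate mean, unless failing retest; inactive = the rest, including hits failing retest or dose response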; also: some compounds called inactive have numbers as strong as hits; many of its hits are not listed in these tables
IDE cell activ: activators of human insulin-degrading enzyme in cells. P14735. HEK cells, FAbeta-B cleavage, fluorescence polarization; 0% vehicle, 100% cell-free pure enzyme wells. activation, % at 5.96 µM. 340,000 compounds, 0.073% hits. AID 493087;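 active = activation above the mean of all tested compounds plus 3 SD, set per screening campaign, cut at about 17% in these data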
Target sequence (P14735 whole entry, looked up): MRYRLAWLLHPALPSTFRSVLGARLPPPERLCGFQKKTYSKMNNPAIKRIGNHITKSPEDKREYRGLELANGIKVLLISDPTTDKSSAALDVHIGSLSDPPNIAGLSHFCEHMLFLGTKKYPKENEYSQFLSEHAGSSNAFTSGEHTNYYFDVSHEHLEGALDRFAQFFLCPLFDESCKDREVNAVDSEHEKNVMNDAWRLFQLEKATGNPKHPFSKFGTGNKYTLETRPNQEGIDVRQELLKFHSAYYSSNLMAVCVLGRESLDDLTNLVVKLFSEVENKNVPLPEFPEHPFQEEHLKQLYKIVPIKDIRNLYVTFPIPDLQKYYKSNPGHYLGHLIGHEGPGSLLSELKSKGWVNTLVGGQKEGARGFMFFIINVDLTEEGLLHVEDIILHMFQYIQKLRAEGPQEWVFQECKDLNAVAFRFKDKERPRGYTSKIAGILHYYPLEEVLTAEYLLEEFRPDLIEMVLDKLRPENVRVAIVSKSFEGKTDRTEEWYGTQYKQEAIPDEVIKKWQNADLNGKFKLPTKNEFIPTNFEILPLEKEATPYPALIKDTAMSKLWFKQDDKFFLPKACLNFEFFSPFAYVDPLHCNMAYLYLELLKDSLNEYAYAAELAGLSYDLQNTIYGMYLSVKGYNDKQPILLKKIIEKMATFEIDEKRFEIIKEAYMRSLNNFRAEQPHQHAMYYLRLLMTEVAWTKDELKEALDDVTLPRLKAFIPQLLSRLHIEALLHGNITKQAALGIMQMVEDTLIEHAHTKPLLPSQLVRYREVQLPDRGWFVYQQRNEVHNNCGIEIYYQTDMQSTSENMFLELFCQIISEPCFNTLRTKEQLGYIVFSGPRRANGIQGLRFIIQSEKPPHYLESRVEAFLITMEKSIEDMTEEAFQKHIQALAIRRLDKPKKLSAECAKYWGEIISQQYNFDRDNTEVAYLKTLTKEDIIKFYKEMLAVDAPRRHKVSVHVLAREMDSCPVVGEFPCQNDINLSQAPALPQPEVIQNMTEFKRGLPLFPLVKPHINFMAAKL
MEKK3 PB1 HTS: modulators (inhibitors or enhancers) of MEK5 binding to human MEKK3 PB1 domain; Q99759; bead-based flow cytometry, Alexa488-MEK5 binding to MEKK3; actives lie on both sides; 0 = blocked by unlabeled MEK5, 100 = vehicle; binding response (% of control), % at 10 µM; 290,000 compounds, 1.4% hits;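 active = binding response more than 3 SD above or below the average of its plate-row segment, actives on both sides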;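 also: Alexa488 bead fluorescence after subtracting the streptavidin-only scavenger bead signal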
SUMO HTRF inh: inhibitors of human SUMOylation (UBC9). P63279. inhibition, % at 35 µM. HTRF SUMOylation assay, SAE1/SAE2 + UBC9, in vitro. 290,000 compounds, 0.36% hits; in the data active = inhibition above about 50%, passing the limit was not always enough; also: strong numbers were not always called active
IMP-1 inh: inhibitors of Pseudomonas aeruginosa IMP-1 metallo-beta-lactamase. purified IMP-1, nitrocefin hydrolysis, epi-absorbance fluorescence. inhibition, % at 5.6 µM. 290,000 compounds, 0.45% hits. AID 1556;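 active = inhibition above the mean plus 3 SD of all compounds in the same screening run, cut at about 4.5% in these data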;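 also: 0% = IMP-1 with DMSO and 100% = DMSO wells lacking enzyme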
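System – purified recombinant IMP-1 beta-lactamase · Input – IMP-1 dispensed at 0.2 nM · Timing – 15 min preincubation plus 25 min reaction at 25 °C · Signal – Epi-absorbance fluorescence, 480 nm excitation, 530 nm emission · Measure – percent IMP-1 inhibition derived from blank-referenced optical density · Controls – Enzyme-plus-DMSO low control, enzyme-free DMSO high control · Replication – singlicate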
HCV NS3 hel inh: blocks Hepatitis C virus NS3 helicase unwinding; NS3 helicase DNA unwinding, Cy5 molecular beacon fluorescence; inhibition, % at 10.9 µM; 290,000 compounds, 0.56% hits; AID 1800;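 active = inhibition above the mean of all tested compounds plus 3 SD, set per campaign, cut at about 35% in these data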;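 also: 0% = DMSO wells and 100% = thioflavine S control wells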
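assay system = NS3 helicase fragment of HCV | buffer or medium = MOPS pH 6.5, MgCl2, DTT, Tween20, BSA | timing = 60 min unwinding reaction at 25 °C after ATP addition | signal = Cy5 beacon fluorescence read at start and 1 h | read-out basis = % inhibition of unwinding | control set = low DMSO, high thioflavine S at 110 µM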
Starred values were filed as active, the others as inactive. These rows are one share of the data (hit frequency here may not be typical).

Results for O=C(CSC1CN(C(c2ccccc2)c2ccccc2)C1)N/N=C/c1ccc(Cl)cc1Cl ?
VIM-2 inh: -3.9; FID counter: -5; PHOSPHO1 inh: -15; pCIP destab: -5; IDE cell activ: 6; MEKK3 PB1 HTS: 99; SUMO HTRF inh: -36; IMP-1 inh: -3.6; HCV NS3 hel inh: -13

What do the screens show for `O=C(O)CCc1ccc(S(=O)(=O)Nc2ccc(OCc3ccccc3)cc2)cc1`?
VIM-2 inh: -1.0; FID counter: -26; PHOSPHO1 inh: 12; pCIP destab: 1; IDE cell activ: -3; MEKK3 PB1 HTS: 104; SUMO HTRF inh: 5; IMP-1 inh: -0.6; HCV NS3 hel inh: 12

How did CC1CC(C)CN(Cc2nc3c(c(=O)n(C)c(=O)n3C)n2CCN2CCOCC2)C1 (configuration not stated) do in these assays?
VIM-2 inh: -1.2; FID counter: -27; PHOSPHO1 inh: 19; pCIP destab: -6; IDE cell activ: 0; MEKK3 PB1 HTS: 102; SUMO HTRF inh: 30; IMP-1 inh: -2.6; HCV NS3 hel inh: -1

Results for Cc1cc(C)c2c(c1)c(C)cc1nnc(SCC(=O)NCc3ccco3)n12 ?
VIM-2 inh: -3.7; FID counter: -28; PHOSPHO1 inh: -42; pCIP destab: -3; IDE cell activ: 2; MEKK3 PB1 HTS: 109; SUMO HTRF inh: -4; IMP-1 inh: -5.4; HCV NS3 hel inh: 0

Results for Cc1ccc(S(=O)(=O)NCC2(c3ccccc3)CCOCC2)cc1 ?
VIM-2 inh: -1.6; FID counter: 1; PHOSPHO1 inh: -20; pCIP destab: -8; IDE cell activ: 4; MEKK3 PB1 HTS: 102; SUMO HTRF inh: 4; IMP-1 inh: -2.0; HCV NS3 hel inh: 4

Results for CCCCSC1=C(C#N)C(c2ccccc2C)C(C(=O)OCC)C(=O)N1 (configuration not stated) ?
VIM-2 inh: -1.2; FID counter: -22; PHOSPHO1 inh: 5; pCIP destab: -14; IDE cell activ: 11; MEKK3 PB1 HTS: 99; SUMO HTRF inh: 10; IMP-1 inh: -0.3; HCV NS3 hel inh: -7

How did CCOC(=O)CNC(=O)CSc1nnc(-c2ccco2)n1Cc1ccco1 do in these assays?
VIM-2 inh: 1.0; FID counter: -3; PHOSPHO1 inh: 92*; pCIP destab: -8; IDE cell activ: 4; MEKK3 PB1 HTS: 77; SUMO HTRF inh: 6; IMP-1 inh: -4.4; HCV NS3 hel inh: 0

How did N#CCCN(NC1=NS(=O)(=O)c2ccccc21)C(=O)c1ccccc1Br do in these assays?
VIM-2 inh: -2.4; FID counter: -1; PHOSPHO1 inh: 20; pCIP destab: 0; IDE cell activ: -1; MEKK3 PB1 HTS: 100; SUMO HTRF inh: 26; IMP-1 inh: -3.2; HCV NS3 hel inh: -10

What do the screens show for `O=C1CC(SC(=Nc2ccccc2)Nc2ccccc2)C(=O)N1c1cccc2ccccc12` (configuration not stated)?
VIM-2 inh: -0.4; FID counter: -3; PHOSPHO1 inh: -5; pCIP destab: -13; IDE cell activ: 8; MEKK3 PB1 HTS: 94; SUMO HTRF inh: -19; IMP-1 inh: -5.5; HCV NS3 hel inh: 12

Results for CCn1c(/C=C/c2c[nH]c3ccccc23)nc2ccccc2c1=O ?
VIM-2 inh: -5.6; FID counter: 17; PHOSPHO1 inh: 41; pCIP destab: -3; IDE cell activ: -2; MEKK3 PB1 HTS: 94; SUMO HTRF inh: -14; IMP-1 inh: -4.2; HCV NS3 hel inh: 6

What do the screens show for `COc1ccc(C(=O)C2CCCN(Cc3ccc4nonc4c3)C2)c(C)c1` (configuration not stated)?
VIM-2 inh: -1.2; FID counter: -4; PHOSPHO1 inh: 12; pCIP destab: -14; IDE cell activ: 7; MEKK3 PB1 HTS: 87; SUMO HTRF inh: 12; IMP-1 inh: -2.3; HCV NS3 hel inh: -9

What do the screens show for `COc1ccc(CN2CCC(N(CCc3ccccc3)Cc3ccccc3)CC2)c(OC)c1`?
VIM-2 inh: -1.4; FID counter: 30; PHOSPHO1 inh: -10; pCIP destab: 0; IDE cell activ: 1; MEKK3 PB1 HTS: 90; SUMO HTRF inh: -19; IMP-1 inh: 0.2; HCV NS3 hel inh: -71

What do the screens show for `O=C(O)C1CSC(CCc2ccccc2)N1` (configuration not stated)?
VIM-2 inh: -4.3; FID counter: 2; PHOSPHO1 inh: 5; pCIP destab: -13; IDE cell activ: 7; MEKK3 PB1 HTS: 103; SUMO HTRF inh: 4; IMP-1 inh: -1.6; HCV NS3 hel inh: 2

What do the screens show for `COc1ccc(CNC(=O)CN2C(=O)COc3ccc(S(=O)(=O)N4CCCC4)cc32)cc1`?
VIM-2 inh: -0.5; FID counter: -17; PHOSPHO1 inh: -6; pCIP destab: -10; IDE cell activ: 2; MEKK3 PB1 HTS: 102; SUMO HTRF inh: 15; IMP-1 inh: -1.3; HCV NS3 hel inh: 11

What do the screens show for `COc1ccc(Cc2nc(C(=O)NCc3ccccc3OC)cs2)cc1`?
VIM-2 inh: -3.3; FID counter: -29; PHOSPHO1 inh: 12; pCIP destab: -17; IDE cell activ: -3; MEKK3 PB1 HTS: 95; SUMO HTRF inh: 5; IMP-1 inh: -0.8; HCV NS3 hel inh: -14

Results for O=C(N/N=C/c1c[nH]c2ccc(Br)cc12)c1ccn(Cc2ccc(Cl)cc2Cl)n1 ?
VIM-2 inh: -6.9; FID counter: -9; PHOSPHO1 inh: -2; pCIP destab: 7; IDE cell activ: 7; MEKK3 PB1 HTS: 99; SUMO HTRF inh: -20; IMP-1 inh: -2.1; HCV NS3 hel inh: -12

Results for Cc1cccc(/C(N)=N/OC(=O)Cc2cccc3ccccc23)c1 ?
VIM-2 inh: -0.4; FID counter: -1; PHOSPHO1 inh: 4; pCIP destab: 0; IDE cell activ: 2; MEKK3 PB1 HTS: 95; SUMO HTRF inh: -3; IMP-1 inh: -1.2; HCV NS3 hel inh: 4

What do the screens show for `C/C(=N\NC(=O)c1cc(-c2cccc([N+](=O)[O-])c2)n[nH]1)c1ccc(F)cc1`?
VIM-2 inh: -4.5; FID counter: 2; PHOSPHO1 inh: 33; pCIP destab: -2; MEKK3 PB1 HTS: 106; SUMO HTRF inh: 6; IMP-1 inh: -2.9; HCV NS3 hel inh: 6

How did CC(C)CSc1ncc(-c2cccc(C(F)(F)F)c2)cn1 do in these assays?
VIM-2 inh: -3.3; FID counter: 3; PHOSPHO1 inh: 20; pCIP destab: -5; IDE cell activ: 3; MEKK3 PB1 HTS: 106; SUMO HTRF inh: 20; IMP-1 inh: -2.6; HCV NS3 hel inh: -4

How did COc1ccc(C(=O)N2CCN(c3cccc(Cl)c3)CC2)c(OC)c1 do in these assays?
VIM-2 inh: 1.1; FID counter: -30; PHOSPHO1 inh: 41; pCIP destab: 4; IDE cell activ: 1; MEKK3 PB1 HTS: 95; SUMO HTRF inh: 16; IMP-1 inh: -8.2; HCV NS3 hel inh: -13

How did O=C(NCc1ccccn1)C(=O)NCc1ccccn1 do in these assays?
VIM-2 inh: -3.7; FID counter: 4; PHOSPHO1 inh: 18; pCIP destab: -1; IDE cell activ: -1; MEKK3 PB1 HTS: 98; SUMO HTRF inh: -8; IMP-1 inh: -2.2; HCV NS3 hel inh: 4

How did COCCn1nnnc1C(c1ccc(OC)c(OC)c1)N1CCN(c2nc3ccccc3s2)CC1 (configuration not stated) do in these assays?
VIM-2 inh: -1.7; FID counter: -49; PHOSPHO1 inh: 2; pCIP destab: -2; IDE cell activ: -5; MEKK3 PB1 HTS: 80; SUMO HTRF inh: 24; IMP-1 inh: -0.6; HCV NS3 hel inh: 2

What do the screens show for `O=C(N/N=C/c1cccc(Oc2ccccc2)c1)c1cccc(Br)c1`?
VIM-2 inh: -2.7; FID counter: -10; PHOSPHO1 inh: 46; pCIP destab: -6; IDE cell activ: -3; MEKK3 PB1 HTS: 95; SUMO HTRF inh: -23; IMP-1 inh: -4.2; HCV NS3 hel inh: -5

Results for COC(=O)c1ccc(-n2nnnc2SCC(=O)Nc2ccccc2OC)cc1 ?
VIM-2 inh: -2.9; FID counter: -1; PHOSPHO1 inh: 13; pCIP destab: -3; IDE cell activ: -4; MEKK3 PB1 HTS: 107; SUMO HTRF inh: 21; IMP-1 inh: -0.3; HCV NS3 hel inh: 1

How did CCc1ccccc1NC(=O)N1CCc2ccccc21 do in these assays?
VIM-2 inh: 0.1; FID counter: -3; PHOSPHO1 inh: 0; pCIP destab: 9; IDE cell activ: 3; MEKK3 PB1 HTS: 108; SUMO HTRF inh: 10; IMP-1 inh: -1.5; HCV NS3 hel inh: -11

Results for Cc1nn(-c2ccc(F)cc2)c2nc(N)c(C#N)c(-c3cccs3)c12 ?
VIM-2 inh: -1.8; FID counter: -10; PHOSPHO1 inh: 13; pCIP destab: 5; IDE cell activ: -1; MEKK3 PB1 HTS: 100; SUMO HTRF inh: -15; IMP-1 inh: -3.2; HCV NS3 hel inh: -4

Results for OC(c1ccc(F)cc1)(C1CCCCC1)C(CN1CCOCC1)c1ccccc1 (configuration not stated) ?
VIM-2 inh: -3.0; FID counter: -14; PHOSPHO1 inh: -13; pCIP destab: -2; IDE cell activ: 7; MEKK3 PB1 HTS: 95; SUMO HTRF inh: -18; IMP-1 inh: -2.9; HCV NS3 hel inh: -10

How did O=C(NCCc1ccc(C(F)(F)F)cc1)C1CCC(=O)N(C2CC2)C1 (configuration not stated) do in these assays?
VIM-2 inh: -1.6; FID counter: -9; PHOSPHO1 inh: 38; pCIP destab: -5; IDE cell activ: 2; MEKK3 PB1 HTS: 100; SUMO HTRF inh: 5; IMP-1 inh: -1.6; HCV NS3 hel inh: -1

Results for Cc1cc(Nc2ccccc2)nn1C(=O)c1ccc(Br)cc1 ?
VIM-2 inh: -3.3; FID counter: -2; PHOSPHO1 inh: 0; pCIP destab: 4; IDE cell activ: -4; MEKK3 PB1 HTS: 101; SUMO HTRF inh: -1; IMP-1 inh: -3.9; HCV NS3 hel inh: -4

Results for Clc1ccc(-c2nnc(-c3ccco3)nc2N2CCCCC2)cc1 ?
VIM-2 inh: -2.7; FID counter: -32; PHOSPHO1 inh: -11; pCIP destab: 7; IDE cell activ: -1; MEKK3 PB1 HTS: 94; SUMO HTRF inh: 16; IMP-1 inh: -1.0; HCV NS3 hel inh: 29

Sorted by number of heavy atoms (descending): 3 of the compounds above
Results for CCCCSC1=C(C#N)C(c2ccccc2C)C(C(=O)OCC)C(=O)N1 (configuration not stated) ?
VIM-2 inh: -1.2; FID counter: -22; PHOSPHO1 inh: 5; pCIP destab: -14; IDE cell activ: 11; MEKK3 PB1 HTS: 99; SUMO HTRF inh: 10; IMP-1 inh: -0.3; HCV NS3 hel inh: -7

Results for Cc1nn(-c2ccc(F)cc2)c2nc(N)c(C#N)c(-c3cccs3)c12 ?
VIM-2 inh: -1.8; FID counter: -10; PHOSPHO1 inh: 13; pCIP destab: 5; IDE cell activ: -1; MEKK3 PB1 HTS: 100; SUMO HTRF inh: -15; IMP-1 inh: -3.2; HCV NS3 hel inh: -4

Results for Cc1cc(Nc2ccccc2)nn1C(=O)c1ccc(Br)cc1 ?
VIM-2 inh: -3.3; FID counter: -2; PHOSPHO1 inh: 0; pCIP destab: 4; IDE cell activ: -4; MEKK3 PB1 HTS: 101; SUMO HTRF inh: -1; IMP-1 inh: -3.9; HCV NS3 hel inh: -4

Assay outcomes from PubChem BioAssay.
